Assay outcomes: PubChem, Sanford-Burnham Center for Chemical Genomics
ER stress surv: ER stress cell death inhibition; CSM14.1 thapsigargin ER stress survival, ATP luminescence; relative survival (cellular ATP), % at 15 µg/mL (by protocol); hit rate 0.33% among 48,000;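 active = survival measured by cellular ATP above 50% at 15 µg/ml in the first screen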;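 also: cell death triggered by about 15 µM thapsigargin; ATP read 24 h after thapsigargin was added; plate controls were thapsigargin with DMSO for no effect and DMSO without thapsigargin for full effect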
The depositor's hits bear a star. These rows are one share of the data; count on the stated rates, not on these rows.

SMILES | ER stress surv
O=[N+]([O-])c1cc(S(=O)(=O)Nc2ccc(Cl)cc2)ccc1Cl | -3.9
COc1cc(Oc2ccc(C(C)C)cc2C)nc(N)n1 | 4.9
CC1(C)CC(=O)C2=C(C1)OC1=C(C(=O)CC(C)(C)C1)C2c1cn[nH]c1-c1ccccc1 | 7.5
c1ccc(Nc2ccc3ccccc3n2)nc1 | -5.0
Brc1ccc2ncnc(NCCN3CCOCC3)c2c1 | 4.7
COc1ccccc1NC(=O)COc1ccc(C)c(C)c1 | 0.1
CC1CCCC(C)N1C(=O)c1nn2c(c1Cl)NC(c1ccc(Cl)cc1)CC2C(F)(F)F (stereo not drawn) | 7.7
CCOC(=O)C1=C(c2ccccc2)N=c2s/c(=C\c3ccco3)c(=O)n2C1c1cccs1 (stereo not drawn) | -2.6
CCOC(=O)c1c(-c2ccccc2)oc2cc(Br)c(OC(C)C(=O)OC)cc12 (stereo not drawn) | 1.0
COc1cc(-c2c(C#N)c(N)nc(SC)c2C#N)cc(OC)c1OC | 3.2
COc1ccc(CN2CCN(S(=O)(=O)c3ccc(Cl)cc3)CC2)cc1Br | -0.5
COc1cc2c(cc1NC(=O)c1cc([N+](=O)[O-])ccc1Cl)oc1ccccc12 | 2.1
O=C1NC(=S)N(c2ccc(F)cc2)C(=O)C1=Cc1ccc([N+](=O)[O-])s1 | 0.7
C=CCNC(=O)c1ccc(-c2ccc([N+](=O)[O-])cc2C)o1 | 0.8
O=C(NCCc1ccccc1)c1nn2c(c1Cl)NC(c1ccc(Cl)cc1)CC2C(F)(F)F (stereo not drawn) | -2.6
Cc1ccc(C(C)C)c(OCCOc2ccc(/C=C3/SC(=S)N(C)C3=O)cc2)c1 | 0.5
CC1CCc2c(sc(NC(=O)c3cccc(F)c3)c2C#N)C1 (stereo not drawn) | 3.9
Cc1ccc(C)c(NC(=O)COc2ccc3ccccc3c2)c1 | 9.2
CC(=O)c1cccc(NC(=O)COc2ccc(Cl)cc2C)c1 | 3.7
COC(=O)C1=C(C)NC(=O)/C1=C\c1cccc([N+](=O)[O-])c1 | 1.2
CCOC(=O)c1ccc(-c2ccc(/C=C3/C(C)=C(C#N)c4nc(N)c(C#N)c(C)c43)o2)cc1 | 0.8
CCOC(=O)c1c(N)c(C#N)c(C)n1-c1ccc(Br)cc1 | 2.1
Cc1ccc(N2C(=O)C=CC2=O)c(Br)c1 | -3.1
Cc1cccc(C(=O)Nc2cccc(S(N)(=O)=O)c2)c1 | 1.2
Clc1ccc(C(Sc2ncn[nH]2)c2ccccc2)cc1 (stereo not drawn) | -11.4
COc1ccc(C2/C(=C(\O)c3ccccc3)C(=O)C(=O)N2c2cccc(Cl)c2)cc1OC (stereo not drawn) | -3.4
O=C(O)c1sc2cccc(Cl)c2c1Cl | 2.3
COc1cccc(NC2=C(Cl)C(=O)N(c3cccc(C)c3)C2=O)c1 | 5.1
COc1cc(NC(=O)Cn2nc(C(F)(F)F)c(Cl)c2C)c(OC)cc1Cl | -2.0
Cc1ccc(/C(N)=N/OC(=O)c2ccc([N+](=O)[O-])cc2)cc1 | 8.8
Cc1ccc(OCC(=O)NNC(=O)c2ccco2)c(Br)c1 | 0.6
CC(=O)/C=C/c1cc[n+](C)cc1 | 6.6
COc1cc(C=C2C(=O)N(C)C(=O)N(C)C2=O)ccc1OCCOc1ccc(C)cc1 | 6.5
O=C1NC(=S)N/C1=C/c1ccc(N2CCOCC2)cc1 | 6.0
O=C(CSc1nc2ccc([N+](=O)[O-])cc2s1)N1CCOCC1 | 9.8
O=C(Cc1ccc(Cl)cc1)NNS(=O)(=O)c1ccccc1 | 8.6
O=CN1N=C(c2ccc3ccccc3c2)CC1c1ccccc1 (stereo not drawn) | 16.1
CC1=C(C(=O)OCCC#N)C(c2cccc(Oc3ccccc3)c2)NC(=O)N1 (stereo not drawn) | 2.9
CCn1nnnc1-c1ccc(OC)c(S(=O)(=O)NCCc2ccccc2)c1 | -0.8
O=C1C=C/C(=N\S(=O)(=O)c2ccc(Cl)cc2)C=C1Cl | -2.6
CN(C)c1cccc(NC(=O)CCc2ccccc2)c1 | 2.1
C#CCOc1c(Cl)cc(C=O)cc1Cl | -0.7
CC(=O)NC1=NN(C(C)=O)C(c2ccccc2F)S1 (stereo not drawn) | 9.2
COc1ccc(CCN(C(C)=O)C2CC(=O)N(c3ccc(Cl)cc3)C2=O)cc1 (stereo not drawn) | 18.5
O=C(c1cc2ccccc2oc1=O)N1CCN(c2ccccc2)CC1 | 10.6
COc1ccc(C(=O)Nc2ccc3c4c(cccc24)CC3)cc1Br | 3.0
O=C(/C=C/c1ccc(-c2ccc(Cl)cc2Cl)o1)c1ccc(F)cc1 | 3.7
Cc1occc1C(=O)Nc1sc2c(c1C(N)=O)CCC(C(C)(C)C)C2 (stereo not drawn) | 5.9
COc1ccc(/C=C(C(=O)O)/C(C)=C/C(=O)O)c(OC)c1 | 5.9
COc1cc(NC(=O)COc2ccc(Br)cc2)ccc1NC(=O)c1ccco1 | -0.4
Continuation.
SMILES | ER stress surv
Cc1cc(C(=O)NCc2ccc(S(N)(=O)=O)cc2)ccc1[N+](=O)[O-] | 6.3
Cc1ccc(NC(=O)c2ccco2)c(C)c1 | 2.8
CCCN1C(=O)c2ccccc2NC1c1ccc2c(c1)OCO2 (stereo not drawn) | -1.8
Cc1ccc(C(=O)/C=C/c2ccc(-c3cccc(Cl)c3)o2)cc1 | -2.4
CCNC(=O)NC1C(NC(=O)NCC)N(C)C(=O)N1C (stereo not drawn) | 2.8
O=C(N/C(=C/c1ccc(Br)cc1)c1nc2ccccc2[nH]1)c1ccccc1 | 12.5
O=C(c1ccc(Br)cc1)N1CCN(Cc2ccccc2)CC1 | -4.2
Cc1ccc(-c2nc3cc(Cl)ccc3o2)cc1NC(=O)c1ccc2ccccc2c1 | 24.4
NC(=O)c1ccc(NC(=O)Nc2cccc3ccccc23)cc1 | 0.4
O=S(=O)(Nc1nc2ccccc2nc1-n1cnc2ccccc21)c1ccccc1 | 2.4
COc1cc(OC)cc(C(=O)N2CCN(Cc3ccncc3)CC2)c1 | -0.8
C=CCc1ccccc1OCCOc1ccc(Br)cc1/C=C1/SC(=S)N(C)C1=O | 11.6
O=C1/C(=C/c2cccnc2)SC(=S)N1Cc1ccco1 | 4.4
COc1cc(/C=c2\sc3nc4ccccc4n3c2=O)ccc1OCCOc1ccc(C(C)(C)C)cc1 | 5.9
CC(C)(C)N(C=C(Cl)Cl)C(=O)NC1CCCCC1 | -5.4
Cc1cccc(OCC(=O)NCc2ccc(F)cc2)c1 | 2.4
Cc1ccc(N=Cc2cccc([N+](=O)[O-])c2)cc1F | 10.5
Cc1ccc(OCC(=O)N/N=C\c2ccc(-c3ccc(Cl)cc3)o2)cc1 | -4.7
CCc1c(C)nc2ccc(OC)cc2c1SCC(=O)O | 0.5
COc1ccccc1N(C(=O)C(Cl)(Cl)Cl)C1C=CS(=O)(=O)C1 (stereo not drawn) | -1.3
C=CCN1C(=O)/C(=C\c2ccc(OCC(=O)O)c(OC)c2)C(=O)NC1=S | 7.0
Cc1ccc(S(=O)(=O)N/N=C/c2cc(Cl)cc(Cl)c2O)cc1 | -7.9
COC(=O)c1sc(NC(=O)C2CC3CCC2C3)c(C(N)=O)c1C (stereo not drawn) | 8.7
CCc1ccccc1NC(=O)/C(C#N)=C/c1cn(CC(=O)Nc2ccccc2)c2ccccc12 | 2.0
Cc1cc(C)cc(OC(=O)C(C)N2C(=O)c3ccccc3C2=O)c1 (stereo not drawn) | 7.4
O=C(NCc1ccc2c(c1)OCO2)c1ccco1 | 4.0
O=C1Nc2ccc(Br)cc2/C1=C/C(=O)c1ccc(Cl)cc1 | -2.6
Cc1cc(C)nc(NN2C(=O)/C(=C/c3ccccc3)SC2=S)n1 | 5.2
Cc1c(NC(=O)c2cc3n(n2)C(C(F)(F)F)CC(c2ccc(Cl)c(Cl)c2)N3)c(=O)n(-c2ccccc2)n1C (stereo not drawn) | 3.9
C1CCC(N2NC2C2NN2C2CCCCC2)CC1 (stereo not drawn) | -6.0
O=C(Nc1ccc(Br)cn1)c1cc(F)c(F)cc1Cl | 0.2
COc1ccc(-c2nc3cc(NC(=O)C(C)C)ccc3o2)cc1OC | 4.5
Cc1ccc(N2NC(=O)/C(=C/c3ccc(N4CCOCC4)cc3)C2=O)cc1 | 7.6
CCCOc1ccc(N2C(=O)CC(N(CCc3ccc(OC)c(OC)c3)C(C)=O)C2=O)cc1 (stereo not drawn) | 6.6
COc1ccc(N(CC(=O)Nc2ccc(I)cc2)S(=O)(=O)c2ccccc2)cc1 | -0.2
O=C(N/N=C/c1ccc2c(c1)OCO2)c1ccccn1 | -4.0
COc1cc(C(=O)Nc2ccc(N(C)C)cc2)c([N+](=O)[O-])cc1OC | 2.2
COc1ccccc1Cc1noc(-c2ccc(Cl)cc2)n1 | -2.8
CCOC(=O)C1=C(C)N=c2s/c(=C\c3ccc(O)cc3)c(=O)n2C1c1cccc(OC)c1 (stereo not drawn) | -0.3
O=C(Nc1ccc(Cl)c(Cl)c1)C1C2/C=C\CCCCC21 (stereo not drawn) | 9.2
CCOC(=O)C1=CN(c2ccc(C)c(C)c2)C=C(C(=O)OCC)C1c1cccc(OC)c1 | 4.2
Cc1ccsc1-c1cc(C(=O)O)c2c(ccc3ccccc32)n1 | -3.5
CCOC(=O)c1ccc(N2NC(=O)/C(=C/c3cc(OC)c(O)c(OC)c3)C2=O)cc1 | 2.8
Nc1nnc(CC(=O)N/N=C/c2ccc(OCc3ccc([N+](=O)[O-])cc3)cc2)s1 | 12.3
O=C(CSc1nc2ccccc2s1)NCc1ccco1 | 9.2
O=C(N/N=C/c1ccc(O)c(O)c1)NC12CC3CC(CC(C3)C1)C2 | -8.0
Cc1ccc([N+](=O)[O-])cc1N1C(=O)C2C(C1=O)C1(C)C(=O)C2(C)C(c2ccccc2)=C1c1ccccc1 (stereo not drawn) | 25.9
Cc1cccc(C(=O)NNC2=CC(=O)CC(C)(C)C2)c1O | 1.0
O=C(Nc1ccccc1F)c1ccc(Cl)c([N+](=O)[O-])c1 | 3.5
Cc1ccc(C(=O)N2CCC(C(N)=O)CC2)cc1 | 3.5

A draw from above in order of SMILES length, falling.
SMILES | ER stress surv
Cc1ccc([N+](=O)[O-])cc1N1C(=O)C2C(C1=O)C1(C)C(=O)C2(C)C(c2ccccc2)=C1c1ccccc1 (stereo not drawn) | 25.9
Nc1nnc(CC(=O)N/N=C/c2ccc(OCc3ccc([N+](=O)[O-])cc3)cc2)s1 | 12.3
O=C(N/N=C/c1ccc(O)c(O)c1)NC12CC3CC(CC(C3)C1)C2 | -8.0
O=C(Nc1ccccc1F)c1ccc(Cl)c([N+](=O)[O-])c1 | 3.5

(further entries)
SMILES | ER stress surv
CCOc1cccc(=O)c2c(C)oc(C)c12 | -6.8
COc1ccc(S(=O)(=O)N2CCN(Cc3ccccc3)CC2)cc1[N+](=O)[O-] | -4.2
COc1cc(/C=C2/SC(=S)N(C)C2=O)ccc1OC(=O)c1cccc(Br)c1 | 3.7
CCOC(=O)C(=O)N1CCN(c2cccc(Cl)c2)CC1 | 0.7
O=C(OCCN1CCOCC1)c1ccc(Cl)cc1 | -3.2
N/C(CSc1nnc2c(n1)[nH]c1ccccc12)=N\O | 6.1
CC(=O)Oc1ccc(N2C(=O)CC(Sc3ccccc3C(=O)O)C2=O)cc1 (stereo not drawn) | 11.6
O=C(Nc1ncc(Cc2ccc(Cl)cc2Cl)s1)c1ccccc1Br | -2.0
COC(=O)NC(NC(=O)OC)c1ccc(OC)cc1 | 12.2
CC(C)NC(=O)c1nn2c(C(F)(F)F)c3c(nc2c1Cl)-c1ccccc1CC3 | 1.4

Two of these compounds, set out differently.
> O=C(OCCN1CCOCC1)c1ccc(Cl)cc1
  ER stress surv: -3.2

> O=C(Nc1ncc(Cc2ccc(Cl)cc2Cl)s1)c1ccccc1Br
  ER stress surv: -2.0

Quoted at random: 2 entries already listed, in no set order.
SMILES | ER stress surv
CN(C)c1cccc(NC(=O)CCc2ccccc2)c1 | 2.1
Cc1ccc(C)c(NC(=O)COc2ccc3ccccc3c2)c1 | 9.2

Carrying on:
SMILES | ER stress surv
COc1c2ccoc2nc2c(OC)c(OCC(O)C(C)(C)O)ccc12 (stereo not drawn) | 0.6
COc1cccc(C(=O)Nc2sc3c(c2C#N)CC(C)(C)OC3)c1 | -5.7
CCC(C)NC(=O)Cn1nc(C(F)(F)F)c(Cl)c1C (stereo not drawn) | -0.2
Cc1ccc(OCC(=O)N2CCC(Cc3ccccc3)CC2)c(C)c1 | 18.1
Nn1cnnc1N/N=C/C=C/c1ccccc1 | 17.8
COc1cc(Br)cc(/C=C(\C#N)C(=O)NC2CCCCC2)c1O | -2.9
C=CCN1C(=O)/C(=C\c2cn(Cc3ccccc3Cl)c3ccccc23)SC1=S | 7.4
CC1=NN(c2ccc(S(N)(=O)=O)cc2)C(=O)/C1=C\c1ccc(C(C)C)cc1 | 6.0
COc1cccc(C2CC(c3cccs3)=NN2c2ccc(F)cc2)c1OC (stereo not drawn) | 5.4
CC(=O)c1cc(NS(=O)(=O)c2ccc(C)cc2)ccc1O | 5.8

Look-ups from the entries so far.
ER stress surv result of Cc1ccc(N2C(=O)C=CC2=O)c(Br)c1 stands at -3.1
ER stress surv result of C1CCC(N2NC2C2NN2C2CCCCC2)CC1 (stereo not drawn) stands at -6.0
ER stress surv result of Cc1ccc(NC(=O)c2ccco2)c(C)c1 stands at 2.8
ER stress surv result of Cc1cc(C)cc(OC(=O)C(C)N2C(=O)c3ccccc3C2=O)c1 (stereo not drawn) stands at 7.4
ER stress surv result of Cc1ccc(-c2nc3cc(Cl)ccc3o2)cc1NC(=O)c1ccc2ccccc2c1 stands at 24.4
ER stress surv result of O=C1Nc2ccc(Br)cc2/C1=C/C(=O)c1ccc(Cl)cc1 stands at -2.6
ER stress surv result of COc1ccc(S(=O)(=O)N2CCN(Cc3ccccc3)CC2)cc1[N+](=O)[O-] stands at -4.2

Additional results.
SMILES | ER stress surv
O=C1c2cccc([N+](=O)[O-])c2C(=O)N1c1cccc(-c2nc3ccccc3c(=O)o2)c1 | 2.1
Cc1ccc(N2C(=O)C3C(C2=O)C3(c2ccccc2)c2ccccc2)c(C)c1 (stereo not drawn) | 1.5
CCN1C(=O)NC(c2ccc([N+](=O)[O-])cc2)C(C(=O)OCCOc2ccccc2)=C1C (stereo not drawn) | 5.7
Cc1nn(C(=O)c2cccnc2)c(C)c1Sc1ccc(Br)cc1 | -3.9
